EBI2 block: EBI2 receptor antagonists, beta-arrestin recruitment, primary screen, cell-based, luminescence, 7a,25-OHC stimulation, uHTS. G-protein coupled receptor 183 (Homo sapiens), P32249. 7a,25-OHC stimulated. inhibition, % at 5 µM. actives 0.81% (n = 360,000); in the data active = inhibition above about 38%;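 note: enzyme fragment complementation signal reports receptor beta-arrestin coupling in cells; 0% = agonist plus DMSO wells and 100% = wells without agonist; some results beyond the cut were filed as inactive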
CXCR6 inh: CXCR6 receptor inhibitors, primary screen, cell-based, beta-arrestin, luminescence, CHO-K1 PathHunter, 1536-well; C-X-C chemokine receptor type 6 (Homo sapiens), O00574; actives 0.36% (n = 360,000); inhibition, % at 20 µM; in the data active = inhibition above about 34%, passing the limit was not always enough;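 note: antagonist mode with CXCL16 agonist at 10 nM final; 0% = 10 nM CXCL16 with DMSO and 100% = unstimulated wells without agonist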
APJ ag: agonists of human apelin receptor APJ, primary screen, CHO-K1 cells, PathHunter beta-arrestin, luminescence. 0% DMSO wells, 100% apelin. activation, % at 20 µM. P35414. AID 2520, 2010. actives 0.11% (n = 330,000);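 active = activation more than six SD over the plate average, tested at 20 µM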;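 note: 0% = DMSO alone and 100% = apelin-13 at 10 nM; some results filed as inactive read as strong as hits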
Target sequence (P35414 whole entry, looked up): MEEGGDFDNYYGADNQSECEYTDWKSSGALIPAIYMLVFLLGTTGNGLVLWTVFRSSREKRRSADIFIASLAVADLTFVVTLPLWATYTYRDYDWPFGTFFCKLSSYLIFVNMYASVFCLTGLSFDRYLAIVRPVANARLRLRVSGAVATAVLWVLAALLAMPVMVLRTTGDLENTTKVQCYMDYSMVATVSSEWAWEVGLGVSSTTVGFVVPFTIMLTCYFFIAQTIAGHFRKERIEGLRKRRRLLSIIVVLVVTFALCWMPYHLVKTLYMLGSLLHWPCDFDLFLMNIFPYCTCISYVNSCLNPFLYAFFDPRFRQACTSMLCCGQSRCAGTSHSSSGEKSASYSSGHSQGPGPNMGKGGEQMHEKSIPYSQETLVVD
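Assay system: CHO-K1 APJ beta-arrestin complementation cell line / Compound: single test compound dose, 20 µM final, 1% DMSO / Times: overnight seeding, 90 min compound at 25 °C, 1 h detection / Technique: beta-gal luminescence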
CCR6 antag: CCR6 receptor antagonists, primary screen, cell-based, CHO-K1, luminescence, beta-arrestin, uHTS; actives 0.49% (n = 340,000); C-C chemokine receptor type 6 (Homo sapiens), P51684; AID 493098, 2011; CHO-K1 CCR6 PathHunter beta-arrestin, CCL20-stimulated; inhibition, % at 20 µM;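 active = compounds whose inhibition of the agonist-driven luminescence signal at 20 µM reaches about 50%, limit read from the data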;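 note: cells stimulated with CCL20 at 14 nM final; plate controls were DMSO with CCL20 for no effect and DMSO without agonist for full effect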
Gli-Sufu block: Gli-Sufu pathway antagonists, primary screen, luciferase luminescence, Sufu-KO-LIGHT cells, uHTS | Sufu-KO-LIGHT fibroblasts, Gli luciferase reporter luminescence | inhibition, % at 5 µM | actives 0.74% (n = 340,000) | AID 588413, 2011;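 active = inhibition above about 55%, limit read from the data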;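 note: 0% = DMSO-treated cells and 100% = wells with medium but no cells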
APJ antag: antagonists of human apelin receptor APJ, primary screen, CHO-K1 cells, beta-arrestin complementation, luminescence; P35414; inhibition, % at 20 µM; AID 2521, 2010; actives 0.32% (n = 330,000);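 active = inhibition above about 40% at 20 µM, limit read from the data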;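 note: cells challenged with 10 nM apelin-13 agonist together with compound; plate controls were apelin-13 plus DMSO wells for no effect and DMSO wells lacking apelin-13 for full effect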
ATG4B inh: ATG4B protease inhibitors, primary screen, biochemical, fluorescence, uHTS; Cysteine protease ATG4B (Homo sapiens), Q9Y4P1; ATG4B cleavage of LC3-PLA2, NBD-HPC fluorescence, 1 h; inhibition, % at 8.33 µM; actives 0.51% (n = 340,000); in the data active = inhibition above about 40%
Target sequence (Q9Y4P1 whole entry, looked up): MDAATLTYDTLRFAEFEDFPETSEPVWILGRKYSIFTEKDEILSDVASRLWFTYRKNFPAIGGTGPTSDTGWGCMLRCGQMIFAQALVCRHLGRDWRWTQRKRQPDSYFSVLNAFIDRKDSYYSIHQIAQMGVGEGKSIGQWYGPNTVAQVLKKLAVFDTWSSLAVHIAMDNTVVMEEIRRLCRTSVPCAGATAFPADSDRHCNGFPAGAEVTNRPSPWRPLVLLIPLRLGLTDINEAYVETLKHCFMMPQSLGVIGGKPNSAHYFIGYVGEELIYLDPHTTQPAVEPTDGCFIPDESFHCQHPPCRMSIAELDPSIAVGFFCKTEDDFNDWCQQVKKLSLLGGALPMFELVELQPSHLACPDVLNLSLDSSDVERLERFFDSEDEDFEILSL
UBC13 polyUb: UBC13 polyubiquitin chain formation inhibitors, primary screen, biochemical, TR-FRET, uHTS. Ubiquitin-conjugating enzyme E2 N (Homo sapiens), P61088. inhibition, % at 20 µM. actives 0.47% (n = 330,000). AID 485273, 2010; in the data active = inhibition above about 45%, passing the limit was not always enough
Target sequence (P61088 whole entry, looked up): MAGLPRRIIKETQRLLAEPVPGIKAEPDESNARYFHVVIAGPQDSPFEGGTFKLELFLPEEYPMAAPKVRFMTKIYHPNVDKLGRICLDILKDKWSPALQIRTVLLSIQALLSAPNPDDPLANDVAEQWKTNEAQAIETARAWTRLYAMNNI
* marks the source's active call; other numbers are inactive results; x = no result given.

SMILES	EBI2 block	CXCR6 inh	APJ ag	CCR6 antag	Gli-Sufu block	APJ antag	ATG4B inh	UBC13 polyUb
COC(=O)CCC(=O)OC1(C)C(=O)C2=CN(CCCOC(C)C)C(c3ccc(OC)cc3)=CC2=C(Br)C1=O (configuration not stated)	-9	-19	20	-12	-4	-5	-8	-87
O=C(CN(C(=O)CCNC(=O)c1ccco1)c1ccccc1)NC1CCCC1	-27	-6	-2	13	-14	6	2	-6
Nc1ncc2c(n1)CC(c1ccco1)CC2=O (configuration not stated)	-4	-2	-1	-2	-2	21	-1	-8
O=C1c2ccccc2S(=O)(=O)c2cc(C(=O)N3CCC(C(=O)N4CCCCC4)CC3)ccc21	x	x	10	-7	-8	-12	-7	-6
COC(=O)c1c(NC(=O)C2COc3ccccc3O2)sc2c1CCN(Cc1ccccc1)C2 (configuration not stated)	24	5	-4	9	21	14	30	25
CC(C)(C)OC(=O)N1CCN(C(=O)OCC2c3ccccc3-c3ccccc32)CC1C(=O)O (configuration not stated)	-12	-3	-1	5	-1	4	-3	-4
C/C(=N\NC(=O)C(C)Nc1cccc(Cl)c1)c1ccc([N+](=O)[O-])cc1 (configuration not stated)	11	-7	1	-8	3	-30	0	7
CC(=O)N[C@H]1[C@H]([C@H](O)[C@H](O)CO)OC(C(=O)O)=C[C@@H]1O	-5	-5	-2	2	-1	3	-9	-8
COCCOC(=O)c1[nH]c2c(c1C)C(=O)CC(c1cccs1)C2 (configuration not stated)	1	-6	x	2	5	x	4	x
COc1ccc(C2C(C#N)=C(N)N(Nc3ccccc3)C3=C2C(=O)CC(C)(C)C3)cc1C (configuration not stated)	-7	-10	1	14	-20	-7	5	2
CC(C)OC(=O)CSc1nnc(CNc2cccc(Cl)c2)n1C	-1	-2	0	-8	34	11	-6	-4
COc1coc(C(O)C[N+](=O)[O-])cc1=O (configuration not stated)	7	-5	0	7	23	5	5	-2
CCOc1cc(C=O)ccc1OCC(=O)N1CCCC1	3	-7	-2	-19	-4	4	-6	4
Cc1cc(=O)n2c(-c3ccc(Cl)cc3)csc2n1	2	-3	-2	5	-6	14	-2	8
O=C(c1cc(COc2c(F)cccc2F)on1)N(Cc1ccccc1)CC1CC1	7	5	-4	12	-13	-4	32	2
Cc1ccccc1OCC(=O)N(Cc1cccs1)C1CCS(=O)(=O)C1 (configuration not stated)	3	5	-1	-6	1	11	-3	6
CC1CCCCN1Cc1ccc(-c2nnn(CC(=O)NC3CCCCC3)n2)cc1 (configuration not stated)	1	-3	-1	-13	0	5	5	-2
COC(=O)Cn1ncn2c(cc3oc(C)cc32)c1=O	0	9	-1	4	8	-18	-12	-12
Cc1ccccc1-c1nc(CS(=O)(=O)CC(=O)NCc2ccc3c(c2)OCO3)c(C)o1	-6	8	6	3	-4	6	5	8
O=C1CCC(CCC(=O)N2CCCC(C(=O)c3ccc4c5c(cccc35)CC4)C2)=NN1 (configuration not stated)	3	-9	1	16	1	13	3	12
Cc1cc(OCc2cc(C(=O)NCC3(C)COC3)no2)cc(C)c1Cl	3	-6	8	0	3	3	24	9
Cc1cc(C(=O)OCC(=O)NCc2ccc(F)cc2)c2ccccc2n1	-3	1	-2	7	12	-3	-12	8
NC(=O)N1CCCC1C(=O)Nc1ccc(Cl)c(Cl)c1 (configuration not stated)	0	-12	-1	0	2	11	-2	1
CC1CN(C(=O)c2cc([N+](=O)[O-])cc([N+](=O)[O-])c2)CC(C)O1 (configuration not stated)	-13	-23	0	-24	-1	-38	0	-13
O=C(NC1CCCN(CCc2ccccc2)C1)c1c(F)cccc1F (configuration not stated)	6	-6	1	9	10	11	5	1
COC(=O)Nc1ccc(S(=O)(=O)NCCO)cc1	0	-2	-4	6	-3	-5	3	-13
COc1ccc(/C=C2\N=C(C)OC2=O)cc1OC	-7	15	0	28	-1	24	-2	5
Cn1cnc(S(=O)(=O)Nc2ccc(OC(F)F)cc2)c1	-1	-10	3	10	1	7	5	-5
O=C(Nc1cc(Cl)ccc1Cl)C1CCCO1 (configuration not stated)	-3	-5	-2	-2	21	8	3	8
OCC(CO)c1cnnc2ccccc12	-3	-3	x	-4	-12	x	-4	x

Part of the list above in another layout.
mol | EBI2 block | CXCR6 inh | APJ ag | CCR6 antag | Gli-Sufu block | APJ antag | ATG4B inh | UBC13 polyUb
Cc1cc(C(=O)OCC(=O)NCc2ccc(F)cc2)c2ccccc2n1 | -3 | 1 | -2 | 7 | 12 | -3 | -12 | 8
CC(C)(C)OC(=O)N1CCN(C(=O)OCC2c3ccccc3-c3ccccc32)CC1C(=O)O (configuration not stated) | -12 | -3 | -1 | 5 | -1 | 4 | -3 | -4
Cc1cc(=O)n2c(-c3ccc(Cl)cc3)csc2n1 | 2 | -3 | -2 | 5 | -6 | 14 | -2 | 8
COC(=O)c1c(NC(=O)C2COc3ccccc3O2)sc2c1CCN(Cc1ccccc1)C2 (configuration not stated) | 24 | 5 | -4 | 9 | 21 | 14 | 30 | 25

Other records follow:
SMILES	EBI2 block	CXCR6 inh	APJ ag	CCR6 antag	Gli-Sufu block	APJ antag	ATG4B inh	UBC13 polyUb
O=C(NCCc1ccccc1)C1CCC(Cn2c(=O)c3ccccc3n(Cc3cccc(Cl)c3)c2=O)CC1 (configuration not stated)	24	16	-4	11	-6	5	-4	14
COc1ccc(N=[N+]([O-])c2ccc(OC)cc2)cc1	17	0	x	13	-94	x	-5	x
CN(C)CCCN(C(=O)c1ccc(S(=O)(=O)N(C)Cc2ccccc2)cc1)c1nc2c(F)cccc2s1	1	6	-9	38	32	4	8	40
O=S(=O)(Cc1nnnn1-c1ccc(Br)cc1)c1ccc(F)cc1	-18	-4	2	18	9	0	2	2
OCC1(Cc2ccccc2)CCCN(Cc2cn[nH]c2-c2ccccc2)C1 (configuration not stated)	10	-1	-2	10	5	3	-3	-1
O=c1[nH]c2cc3c(cc2cc1CN(Cc1cccs1)Cc1nnnn1Cc1ccco1)OCCO3	-8	8	-1	16	-1	-2	1	-10
O=S(=O)(NCC(c1ccc2c(c1)OCO2)N1CCOCC1)c1ccc(F)cc1 (configuration not stated)	4	-5	12	14	6	3	-1	-8
Cc1ccc(S(=O)(=O)N(C)Cc2nc(-c3ccccn3)no2)cc1	-3	-2	2	-1	3	5	-4	-2
CCOC(=O)c1c(N)c(C#N)cn1-c1ccccc1	-10	-2	-2	9	-19	-8	-13	-17
O=C(NC(=S)Nc1ccc(Cl)c(C(=O)O)c1)c1ccc(OCc2ccccc2)cc1	0	16	-1	28	-8	2	9	-10
CN1C2=NCCN2C(=O)c2ccccc21	-4	0	-1	-1	0	8	-5	3
CCOc1ccccc1NC(=O)COC(=O)C12CC3CC(CC(O)(C3)C1)C2	4	-13	-7	9	-9	-5	6	39
Clc1ccc(N=c2ssnc2Cl)nc1	85*	-2	0	17	10	12	3	-12
CN(C)CCCN(C(=O)CCS(=O)(=O)c1ccccc1)c1nc2cc3c(cc2s1)OCO3	42*	40*	-1	50*	7	30	-1	12
COc1cc(NC(=O)NCC2CCN(Cc3ccc(C)cc3)CC2)cc(OC)c1OC	-10	-12	-4	9	x	-13	0	3

Taken from the entries so far, 2 compounds:
SMILES	EBI2 block	CXCR6 inh	APJ ag	CCR6 antag	Gli-Sufu block	APJ antag	ATG4B inh	UBC13 polyUb
CN(C)CCCN(C(=O)CCS(=O)(=O)c1ccccc1)c1nc2cc3c(cc2s1)OCO3	42*	40*	-1	50*	7	30	-1	12
COc1cc(NC(=O)NCC2CCN(Cc3ccc(C)cc3)CC2)cc(OC)c1OC	-10	-12	-4	9	x	-13	0	3

(next part)
SMILES	EBI2 block	CXCR6 inh	APJ ag	CCR6 antag	Gli-Sufu block	APJ antag	ATG4B inh	UBC13 polyUb
COc1ccc(CCNC(=O)CCS(=O)(=O)c2ccc3c(c2)CCN3C(C)=O)cc1OC	-5	-16	7	1	2	15	-16	-4
O=C1CN(C(=O)COC(=O)CCSc2ccccc2Cl)c2ccccc2N1	-2	3	-3	2	-6	-4	-15	6
C=CCn1c(SCC(=O)NCC(c2ccccc2)N(C)C)nnc1C1CCCCC1 (configuration not stated)	-1	-2	-2	7	3	10	2	13
CCCC(=O)Nc1c(-c2ccccc2OC)c(=O)c2ccccc2n1C	2	-8	-1	-5	3	13	5	7
Cc1ccc(NC2c3ncccc3C(=O)N2Cc2ccco2)c(C)c1 (configuration not stated)	-3	-4	-4	4	-7	0	10	-17
CCc1ccc(NC(=O)Cn2c(=O)n(CCCC(=O)NCc3ccco3)c(=O)c3ccccc32)cc1	3	3	-4	-18	0	-3	-13	-13
COc1cc(OC)cc(C(=O)NC2CCCN(Cc3ccc(Cl)cc3)C2)c1 (configuration not stated)	-3	5	-2	14	23	-3	11	1
CC[C@H](C)[C@H]1CNC(=S)N1CC1CCN(CCC23CC4CC(CC(C4)C2)C3)CC1	-5	6	x	5	-6	x	x	x
C/C(Cn1nnc([N+](=O)[O-])n1)=N\NC(=O)c1ccncc1	-4	-19	2	-17	-9	-41	-6	-2
Cc1ccc(CCNC(=O)C2CCCN(S(=O)(=O)N3CC(C)CC(C)C3)C2)cc1 (configuration not stated)	31	8	-5	14	32	23	-3	8
O=C1CN(C(=O)COC(=O)CCc2ccccc2O)c2ccccc2N1	-7	-2	-2	5	-3	-1	1	7
COC(=O)c1ccc(NC(=S)NNC(=O)c2ccccc2)cc1	1	16	-6	28	-16	28	-3	-11
COC(=O)c1ccc(COc2ccccc2/C=N/O)o1	9	6	0	-5	3	1	-2	4
O=C(COC(=O)c1cccc(S(=O)(=O)N2CCCC2)c1)Nc1ccccc1Cl	-1	5	-1	14	3	5	1	2
CCOc1ccc(N(Cc2cc3cc(OC)ccc3[nH]c2=O)C(=O)C2CCCO2)cc1 (configuration not stated)	-6	-10	-3	-11	0	2	-8	-13
CC(C)=CCC/C(C)=C/CNC(=O)C[C@H]1C[C@H](C(=O)N2CCOCC2)[C@@]2(CCC3CCCC3)c3[nH]c4cc(CCC(=O)N(C)C)ccc4c3CCN2C1=O	24	15	x	27	4	x	-8	x

An excerpt from above in order of their number in EBI2 block, descending.
smiles,EBI2 block,CXCR6 inh,CCR6 antag,APJ antag,ATG4B inh,UBC13 polyUb
CC(C)=CCC/C(C)=C/CNC(=O)C[C@H]1C[C@H](C(=O)N2CCOCC2)[C@@]2(CCC3CCCC3)c3[nH]c4cc(CCC(=O)N(C)C)ccc4c3CCN2C1=O,24,15,27,x,-8,x
CC[C@H](C)[C@H]1CNC(=S)N1CC1CCN(CCC23CC4CC(CC(C4)C2)C3)CC1,-5,6,5,x,x,x
O=C1CN(C(=O)COC(=O)CCc2ccccc2O)c2ccccc2N1,-7,-2,5,-1,1,7

Not a hit list, and some 3% of all compounds hit somewhere here.
